From PubChem BioAssay
phage Ecoli inh: E. coli growth loss with phage present. growth absorbance. inhibition, % at 11.9 µM. 360,000 compounds, 0.26% hits; in the data active = inhibition above about 11%
SUMO Mot1 rescue: inhibitors of SUMOylation pathway: yeast Mot1-301 growth rescue. S. cerevisiae Mot1-301 growth rescue, ATP luminescence, 38.5C; percent above DMSO median, 100 means doubled. growth rescue, % at 18.8 µM. 320,000 compounds, 1% hits. AID 2716;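 active = every valid replicate shows activation above 250% relative to neutral control wells; inactive = the rest, any valid replicate at or below 250%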;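 also: OY570 slx delta 5 strain wells were the positive control but not used for scaling; some compounds called inactive have numbers as strong as hits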
Ecoli viability: reduces bacterial viability in AddAB counter-screen. E. coli V3065 growth, OD600 absorbance, 18 h. 330,000 compounds, 0.27% hits. inhibition, % at 11.9 µM;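 active = inhibition above the campaign's mean inhibition across all tested compounds plus 3 SD, cut at about 9.9% in these data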;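 also: uninfected addAB+ strain grown without phage in ampicillin broth; 0% = DMSO wells and 100% = ciprofloxacin 0.95 µg/ml wells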
OPRM1-OPRD1 ag: agonists of human mu-delta opioid receptor heterodimerization; P35372+P41143; cells, OPRM1-OPRD1 heterodimerization, luminescence; activation, % at 9.3 µM; 340,000 compounds, 0.3% hits; AID 504326; in the data active = activation above about 18%;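 also: 0% = vehicle-treated cells and 100% = reference agonist; values of inactives mirror those of a sister screen read the other way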
PKA-R1A act: activates the PKA-R1A holoenzyme complex. P00514+P68181. 340,000 compounds, 0.083% hits. PKA-R1A dissociation, Cy5-IP20 fluorescence polarization; scaled: DMSO 0%, 113 µM cGMP 100%. activation, % at 11.4 µM. AID 504707;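 active = percent activation above the mean of all tested compounds plus 3 SD, cut at about 19% in these data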;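 also: higher means more PKAc released from R1A so a rise in polarization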
PfHsp90 set2: reduces growth (ATP signal) of yeast expressing P. falciparum Hsp90 | S. cerevisiae expressing PfHsp90, BacTiter-Glo ATP, 48 h; yeast lacking PDR1 and PDR3 efflux regulators | inhibition, % at 9.4 µM | 310,000 compounds, 0.32% hits | AID 504621;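 active = every replicate shows inhibition above about 80%, whatever the replicate mean, limit read from the data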;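 also: 0% = DMSO neutral controls and 100% = 20 µM radicicol positive controls; yeast relying on Plasmodium falciparum Hsp90 in place of its own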
HTR5A inv ctr: counter-screen for OPRM1-OPRD1 inverse agonists: human HTR5A inverse agonism | 340,000 compounds, 0.083% hits | inhibition, % at 9.3 µM | HTR5A cell line, luminescence; in the data active = inhibition mostly above about 23%, no sharp cut-off; inactive = mostly below about 18%;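 also: 0% = cells with DMSO and 100% = no-cell wells with DMSO; some compounds called inactive have numbers as strong as hits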
Target sequence (P47898 whole entry, looked up): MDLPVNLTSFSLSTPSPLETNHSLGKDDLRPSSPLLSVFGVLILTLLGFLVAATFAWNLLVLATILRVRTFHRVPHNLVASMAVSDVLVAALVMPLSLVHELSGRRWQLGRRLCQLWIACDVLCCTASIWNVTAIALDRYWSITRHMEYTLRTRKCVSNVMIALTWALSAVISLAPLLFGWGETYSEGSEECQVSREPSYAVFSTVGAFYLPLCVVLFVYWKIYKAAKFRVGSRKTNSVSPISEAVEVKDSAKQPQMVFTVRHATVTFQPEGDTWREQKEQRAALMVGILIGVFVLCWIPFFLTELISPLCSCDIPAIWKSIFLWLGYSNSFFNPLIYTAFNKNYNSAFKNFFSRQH
PKA-R2B activ: PKA-R2B complex activation | activation, % at 11.4 µM | P22694+P31323 | 340,000 compounds, 0.079% hits | AID 504700 | PKA-R2B holoenzyme dissociation, Cy5-IP20 fluorescence polarization; R2B truncated from residue 108, S112A mutant; 0% DMSO only, 100% 113 µM cGMP;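 active = activation above a cutoff set at the mean over all compounds plus 3 SD, cut at about 18% in these data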;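 also: higher means more holoenzyme dissociation and a rise in polarization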
Target sequence (P31323 whole entry, looked up, other chains not shown, the tested form may be a part): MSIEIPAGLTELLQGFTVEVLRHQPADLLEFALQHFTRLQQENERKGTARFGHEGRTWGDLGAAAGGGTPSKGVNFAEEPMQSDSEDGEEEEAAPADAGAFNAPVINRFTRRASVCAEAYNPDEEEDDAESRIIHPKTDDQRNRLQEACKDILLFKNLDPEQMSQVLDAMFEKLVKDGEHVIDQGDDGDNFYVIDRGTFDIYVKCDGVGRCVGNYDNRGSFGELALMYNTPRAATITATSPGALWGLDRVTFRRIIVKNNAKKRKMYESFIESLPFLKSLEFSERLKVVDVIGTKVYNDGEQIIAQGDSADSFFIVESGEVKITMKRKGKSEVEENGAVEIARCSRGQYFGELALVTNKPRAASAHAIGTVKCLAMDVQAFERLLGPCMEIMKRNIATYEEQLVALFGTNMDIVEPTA
AddAB inh: less growth of phage-infected E. coli with AddAB; E. coli expressing H. pylori AddAB, absorbance growth; inhibition, % at 11.9 µM; 330,000 compounds, 0.29% hits; in the data active = inhibition above about 12%;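 also: 0% = vehicle wells of infected cells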
OPRM1-OPRD1 inv: mu-delta opioid heterodimer inverse agonism; cell-based MOR-DOR heterodimer luminescence; inhibition, % at 9.3 µM; 340,000 compounds, 0.21% hits; AID 504357; in the data active = inhibition above about 22%, passing the limit was not always enough;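 also: 0% = cells with DMSO and 100% = wells without cells with DMSO; values of inactives mirror those of a sister screen read the other way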
Tat transport: E. coli Tat transport inhibition. 340,000 compounds, 0.036% hits. inhibition, % at 10 µM. E. coli MC4100 TorA-mCherry Tat export, fluorescence;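 active = mean replicate inhibition at least 50% and at least half of replicates individually reaching 50%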;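 also: exported cargo escapes ClpAP degradation while cytoplasmic cargo is degraded and loses fluorescence; 0% = median of neutral control wells and 100% = median of NaSCN control wells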
Numbers without * were called inactive; · = no result given.

#	mol	phage Ecoli inh	SUMO Mot1 rescue	Ecoli viability	OPRM1-OPRD1 ag	PKA-R1A act	PfHsp90 set2
1	CC1CCC2(CC1)NC(=O)N(CC(=O)NC(=O)Nc1ccc3c(c1)OCCO3)C2=O (stereo not given)	3.1	-9	-1.6	0.2	7	-7
2	Cc1ccc2nc(NC(=O)COC(=O)c3ccncc3)sc2c1	2.0	289	-0.1	-1.2	1	-44
3	CC(Oc1ccc(Br)cc1Br)C(=O)Nc1cccnc1 (stereo not given)	0.2	9	·	-0.9	-1	25
4	COc1cc2c3nnc(-c4ccc(F)cc4)c-3cn(Cc3ccccc3F)c2cc1OC	3.1	·	·	19*	-2	1
5	COc1ccccc1-c1cc(C(=O)N2CCCC2)no1	1.0	747	0.7	-1.8	-10	-26
6	Cc1cccc(Oc2cc(N)cc([N+](=O)[O-])c2)c1	-0.6	7	-0.5	3.0	-14	-34
7	O=C(COC(=O)COc1ccc(Cl)cc1Br)NC1CC1	2.7	-14	-2.4	-0.2	0	-15
8	COc1ccc2c(c1)CC/C(=C/c1ccco1)C2=O	3.8	25	1.1	0.0	2	26
9	COCCn1c(-c2ccccc2Cl)nc2c(c(=O)c3ccccc3n2C)c1=O	3.5	-3	2.7	-1.4	-2	8
10	COc1ccc(NC(=O)c2cc(-c3ccccc3)on2)cc1OC	-1.2	-23	-0.5	5.3	-11	-7

#	HTR5A inv ctr	PKA-R2B activ	AddAB inh	OPRM1-OPRD1 inv	Tat transport
1	3	-1	0.8	-1	-13
2	-2	-14	2.2	6	2
3	18	2	·	5	-11
4	-22	-1	·	-97	7
5	-13	-15	0.3	11	-4
6	11	-11	-0.2	-18	-4
7	-4	-2	-0.1	1	1
8	-47	1	5.8	0	3
9	-3	6	0.6	7	-4
10	-22	-1	3.2	-25	-8

Records listed so far that bear a hit mark in OPRM1-OPRD1 ag:
No.	mol	phage Ecoli inh	SUMO Mot1 rescue	OPRM1-OPRD1 ag	PKA-R1A act	PfHsp90 set2	PKA-R2B activ	AddAB inh	OPRM1-OPRD1 inv	Tat transport
4	COc1cc2c3nnc(-c4ccc(F)cc4)c-3cn(Cc3ccccc3F)c2cc1OC	3.1	·	19*	-2	1	-1	·	-97	7

An excerpt of these results, with tabs:
item	SMILES	phage Ecoli inh	SUMO Mot1 rescue	Ecoli viability	OPRM1-OPRD1 ag	PKA-R1A act	PfHsp90 set2	HTR5A inv ctr	PKA-R2B activ	AddAB inh	OPRM1-OPRD1 inv	Tat transport
4	COc1cc2c3nnc(-c4ccc(F)cc4)c-3cn(Cc3ccccc3F)c2cc1OC	3.1	·	·	19*	-2	1	-22	-1	·	-97	7
10	COc1ccc(NC(=O)c2cc(-c3ccccc3)on2)cc1OC	-1.2	-23	-0.5	5.3	-11	-7	-22	-1	3.2	-25	-8

Continued.
#	mol	phage Ecoli inh	SUMO Mot1 rescue	Ecoli viability	OPRM1-OPRD1 ag	PKA-R1A act	PfHsp90 set2
11	CC(OC(=O)Nc1ccccc1)C(=O)OC1CCCCC1 (stereo not given)	2.6	·	·	-0.3	-6	-17
12	CCOC(=O)c1cnc(SCc2ccc(C(C)(C)C)cc2)nc1N	1.2	-8	1.6	2.8	-15	6
13	Oc1ccc(-c2n[nH]c(C(F)(F)F)c2-c2ccccc2)c(O)c1	5.5	-9	-0.7	·	·	2
14	COc1ccc(NS(=O)(=O)c2cccc(C(=O)N3CCN(c4ccccc4O)CC3)c2)cc1	0.7	-6	0.8	-1.0	10	·
15	CCOc1ccc(CCNC(=O)c2cccc(S(=O)(=O)N3CCN(C(C)=O)CC3)c2)cc1OCC	0.7	123	0.1	0.5	6	-2
16	O=C(CSc1ncn[nH]1)Nc1ncc(C(F)(F)F)cc1Cl	3.2	15	1.1	-0.5	-5	0
17	COc1cccc2cccc(/C=N/n3cnnc3)c12	4.9	-5	-0.9	-1.9	-1	-3
18	Cc1cccc(C)c1NC(=O)C1(N(C(=O)c2ccccn2)c2ccc(O)cc2)CCCCC1	4.9	41	-1.5	-2.0	2	18
19	O=[N+]([O-])c1ccc(O)c(/C=N/Nc2nn[nH]n2)c1	1.9	125	-0.6	-4.7	1	4
20	CC(C)(C)SCCNC(=O)c1ccc(Cl)c(S(=O)(=O)N2CCOCC2)c1	3.0	-5	0.6	-1.3	-4	5

#	HTR5A inv ctr	PKA-R2B activ	AddAB inh	OPRM1-OPRD1 inv	Tat transport
11	-35	-13	·	1	3
12	-7	-2	1.7	-14	-2
13	·	·	-1.7	·	-1
14	9	-1	0.9	6	5
15	-8	3	2.8	-3	-7
16	-5	3	2.3	3	-3
17	0	8	1.0	12	-7
18	-5	2	4.6	10	6
19	-3	5	0.2	22	-2
20	6	-13	-1.8	7	-3

#	mol	phage Ecoli inh	SUMO Mot1 rescue	Ecoli viability	OPRM1-OPRD1 ag	PKA-R1A act	PfHsp90 set2
21	CN(C(=O)CN1C(=O)NC(C)(CCc2ccccc2)C1=O)c1ccccc1 (stereo not given)	4.3	-6	-0.7	-1.3	-17	-9
22	CCS(=O)(=O)N1CCC(C(=O)Nc2cc([N+](=O)[O-])ccc2C)CC1	4.3	-7	-2.4	-0.6	5	-19
23	COc1ccc(C(=O)Nc2ccc(S(=O)(=O)Nc3nccc(C)n3)cc2)cc1	4.6	-7	-2.7	1.5	2	16
24	COc1ccc(Cn2nnnc2CN2CCc3ccccc3C2)cc1	1.5	-3	-1.2	-0.7	-3	-16
25	O=C(CCNC(=O)c1ccco1)Nc1cccc(Br)c1	3.2	404	2.2	1.2	-2	36
26	CCc1nc(N2CCC3(CC2)OCCO3)c2nnn(Cc3ccccc3Cl)c2n1	1.6	-4	0.8	-1.0	-4	24
27	COc1cc2c(cc1OC)-c1cc3ccc4c(c3c[n+]1CC2)OCO4	0.6	15	-0.2	5.2	-23	-5
28	C/C(=N/NC(=O)c1ccc(Br)o1)c1cccc(NC(=O)c2ccc(F)cc2)c1	1.8	-2	0.9	-1.2	3	·
29	COc1cccc(OC)c1C(=O)NCCSC1CCCCC1	2.4	147	0.3	0.4	5	13
30	N#C/C(=C\c1c[nH]c2ccccc12)C(N)=O	-0.9	371	-1.1	-3.4	0	0

#	HTR5A inv ctr	PKA-R2B activ	AddAB inh	OPRM1-OPRD1 inv	Tat transport
21	-8	2	0.2	9	0
22	-1	-4	0.8	3	1
23	13	0	-0.7	-7	-16
24	-4	-19	0.3	3	15
25	-3	-1	14*	-5	-7
26	7	6	2.4	6	16
27	-40	-10	2.5	-30	9
28	-26	-13	3.2	7	7
29	-2	-2	0.7	-3	-3
30	5	0	-0.4	18	4

Four records drawn at random from those above, as already listed:
#	mol	phage Ecoli inh	SUMO Mot1 rescue	Ecoli viability	OPRM1-OPRD1 ag	PKA-R1A act	PfHsp90 set2
23	COc1ccc(C(=O)Nc2ccc(S(=O)(=O)Nc3nccc(C)n3)cc2)cc1	4.6	-7	-2.7	1.5	2	16
30	N#C/C(=C\c1c[nH]c2ccccc12)C(N)=O	-0.9	371	-1.1	-3.4	0	0
28	C/C(=N/NC(=O)c1ccc(Br)o1)c1cccc(NC(=O)c2ccc(F)cc2)c1	1.8	-2	0.9	-1.2	3	·
22	CCS(=O)(=O)N1CCC(C(=O)Nc2cc([N+](=O)[O-])ccc2C)CC1	4.3	-7	-2.4	-0.6	5	-19

#	HTR5A inv ctr	PKA-R2B activ	AddAB inh	OPRM1-OPRD1 inv	Tat transport
23	13	0	-0.7	-7	-16
30	5	0	-0.4	18	4
28	-26	-13	3.2	7	7
22	-1	-4	0.8	3	1

(list continues)
#	mol	phage Ecoli inh	SUMO Mot1 rescue	Ecoli viability	OPRM1-OPRD1 ag	PKA-R1A act	PfHsp90 set2
31	Cc1cccnc1CN1CCN(C(=O)CCc2nnc(CCc3ccccc3)o2)CC1	1.7	-17	0.0	-2.0	9	·
32	CC1CCN(CCOc2ccccc2-c2ccccc2)CC1	-1.8	17	-3.2	-1.0	0	22
33	CCOC(=O)C1=CN(Cc2cccc(F)c2)S(=O)(=O)N(CC)C1c1ccccc1 (stereo not given)	0.9	·	2.0	-2.6	1	3
34	COC(=O)C1=C(C)Nc2ncnn2C1c1ccccn1 (stereo not given)	0.1	8	-2.1	0.5	-3	8
35	Cc1c(Cl)cccc1NC(=O)CC1NCCNC1=O (stereo not given)	2.0	60	0.4	-2.1	-11	-24
36	COc1cc(NC(=O)CSc2ccc3c(c2)OCCO3)cc(OC)c1OC	-0.9	-13	2.1	-2.2	-10	27
37	CSc1cccc(N/C(=N/S(=O)(=O)c2ccccc2)NN)c1	3.2	7	·	-2.5	-9	5
38	CC1CCC2(CC1)NC(=O)N(CC(=O)Nc1ccc(N3CCOCC3)cc1)C2=O (stereo not given)	4.7	-2	-1.8	-2.3	2	5
39	CCCCOc1ccc(C(=O)NCCc2ccccc2)cc1	2.5	7	0.4	5.1	-13	2
40	O=C1CC(C(=O)Nc2cccc3ccccc23)C2(CCCC2)O1 (stereo not given)	2.6	-11	-1.0	-1.0	-5	2

#	HTR5A inv ctr	PKA-R2B activ	AddAB inh	OPRM1-OPRD1 inv	Tat transport
31	11	-13	-0.2	10	-1
32	3	-6	4.1	6	-6
33	-6	2	3.0	14	1
34	9	14	-0.7	-3	3
35	2	0	-0.7	13	3
36	1	1	4.9	9	-4
37	-15	-5	·	11	5
38	-10	8	-2.6	12	8
39	-12	5	0.0	-24	3
40	5	3	0.1	6	-1

#	mol	phage Ecoli inh	SUMO Mot1 rescue	Ecoli viability	OPRM1-OPRD1 ag	PKA-R1A act	PfHsp90 set2
41	O=C(NCCCCC(NC(=O)c1ccc([N+](=O)[O-])cc1)C(=O)O)c1ccc([N+](=O)[O-])cc1 (stereo not given)	2.6	512	-0.9	-1.1	-10	-18
42	O=C(CN1CCN(S(=O)(=O)/C=C/c2ccccc2)CC1)Nc1ccccc1N1CCOCC1	-0.6	-44	1.8	-1.0	-2	-42
43	O=C(Nc1ccccc1)NC1(C(=O)N2CCN(c3ncccn3)CC2)CCCCC1	1.8	2	-1.8	0.6	8	-3
44	FC(F)Oc1ccc(NC(=S)NC2CCCCCCC2)cc1	3.5	18	3.3	3.3	-4	-67
45	CC(=O)Nc1ccc(S(=O)(=O)Nc2nc3ccccc3nc2Nc2ccc(O)c(C(=O)O)c2)cc1	3.3	102	-0.9	-3.3	-1	8
46	COc1ccc(S(=O)(=O)N2CCN(Cc3ccccc3)CC2)c(C)c1	-0.8	-9	0.6	-1.4	3	17
47	COc1ccc(C(=O)NNC2=NS(=O)(=O)c3ccccc32)cc1OC	3.4	-10	3.1	-0.7	4	-31

#	HTR5A inv ctr	PKA-R2B activ	AddAB inh	OPRM1-OPRD1 inv	Tat transport
41	-1	-5	1.4	6	16
42	-4	0	1.4	5	3
43	5	7	-0.2	-4	9
44	-11	8	7.9	-18	1
45	7	-6	1.7	16	2
46	9	-4	2.6	7	18
47	-10	-7	2.0	5	12
